S2 tox – cell viability loss in ATXN counter-screen. Potency, µM (series often up to 56.7 µM), usual class: cytotoxic. S2 cells (HEK-293 line with an ATXN2-luciferase reporter) viability, CellTiter-Fluor protease fluorescence, 24 h. 0.49% of 400,000 active; further: potency means the concentration at half of the fitted maximal effect; nearly all actives have a fitted effect of over 40% in size
IL-1B inflam inh – inflammasome signaling inhibition, IL-1 beta readout; AID 743279; activity change, % at 57.5 µM; THP-1 LPS/ATP IL-1B secretion, AlphaLISA, 16 h; hits give low values; 4.7% of 360,000 active; in the data active means activity change below about -50%; inconclusive means mostly about -30% to -49%; further: on the % scale 0 is the no-effect control and ±100 the full control effect
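Secreted IL-1B measured by AlphaLISA bead assay after 16 h compound exposure of THP-1 cells; compounds (final up to 57.5 uM) added 1 h before LPS (250 ng/mL) and ATP (1.25 mM) stimulation; lower signal means less secretion.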
HT1080-NT tox – kills 2HG-producing HT-1080-NT fibrosarcoma cells; Potency, µM (highest dose often 46.1 µM), for inactives: at the top dose activity, negative = less viability, usual class: cytotoxic; 1.6% of 360,000 active; HT-1080-NT fibrosarcoma viability, CellTiter-Glo ATP luminescence, 48 h;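 further: NT is the 2HG producing partner of a matched IDH1 knockdown line; potency means the concentration at half of the fitted maximal effect; 0% = DMSO-treated cells and -100% = media-only wells without cells; nearly all actives have a fitted effect of over 55% in size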
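Read-out is CellTiter-Glo luminescence after 10 minutes at room temperature, following 48 hours' compound treatment of HT-1080-NT cells (750 cells/well, RPMI, 5% FBS, 37 degrees C).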
ATXN2 expr inh – reduces ATXN2 reporter expression in HEK-293 cells; Potency, µM (top dose mostly 57 µM), for inactives: at the highest dose activity change, negative = inhibition, hits mostly inhibitors; HEK-293 ATXN2-luciferase reporter, luminescence, 24 h; AID 1745845; 0.72% of 360,000 active; further: potency means the concentration at half of the fitted maximal effect; on the % scale 0 is the no-effect control and ±100 the full control effect; nearly all actives have a fitted effect of over 55% in size
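ATXN2-luciferase reporter cells (luciferase flanked by upstream and downstream ATXN2 gene portions) were treated 24 h at 37 °C with compounds at up to 57 uM. SteadyGlo luminescence gave expression; GF-AFC fluorescence gave viability.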
MCF10A rereplic – induces DNA re-replication in MCF 10a normal breast cells | MCF 10A DNA re-replication, Hoechst nuclear intensity, 48 h | Potency, µM (series often up to 46.1 µM), for the others: at the top dose activity, positive = re-replication, actives largely listed as activators | 2.9% of 350,000 active; further: potency means the concentration at half of the fitted maximal effect; % of control where 0% means no effect; nearly all actives have a fitted effect of over 50% in size
HT1080 IDH1KD tx – kills HT-1080 cells with IDH1 knockdown; HT-1080 IDH1 knockdown viability, ATP luminescence, 48 h; Potency, µM (top dose mostly 46.1 µM), for the others: at the top dose activity, negative = toxicity, hits mostly cytotoxic; 2% of 360,000 active; AID 686971;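 further: potency means the concentration at half of the fitted maximal effect; 0% = DMSO wells and -100% = cell-free medium wells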
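Knockdown cells (IDH1KD HT-1080) received compounds 2 h after plating at 750 cells/well and were kept 48 h at 37 °C in 5% FBS RPMI. A CellTiter-Glo luminescence read gave % activity for curve fitting.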
KB-3-1 tox – KB-3-1 parental cell cytotoxicity | 1.4% of 400,000 active | Potency, µM (highest dose often 46.1 µM), without a hit: at the highest dose activity change, negative = cytotoxic, usual class: cytotoxic | KB-3-1 viability, CellTiter-Glo ATP luminescence, 72 h | AID 1347075; further: potency means the concentration at half of the fitted maximal effect; on the % scale 0 is the no-effect control and ±100 the full control effect; nearly all actives have a fitted effect of over 60% in size
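Using CellTiter-Glo luminescence, growth of non-resistant KB-3-1 adenocarcinoma cells is assessed 72 h after pin-tool compound addition at 37 °C. Normalized responses across the concentration series yield fitted curves.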
SW480 rereplic – induces DNA re-replication in SW480 colon adenocarcinoma cells; SW480 DNA re-replication, Hoechst DNA content imaging, 48 h; Potency, µM (titrated, usually from 46.1 µM), inactives show top-dose re-replication activation, most hits filed as activators; 1.8% of 340,000 active; AID 624297; further: potency means the concentration at half of the fitted maximal effect; % of control where 0% means no effect; nearly all actives have a fitted effect of over 55% in size
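Per well, 250 cells were exposed to pinned compound for 48 hr. Nuclear DNA was visualised with Hoechst (40 min, 37 C) and total object intensity recorded by fluorescence scanning.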
KB-V1 MDR tox – kills drug-selected multidrug resistant KB-V1 cells | KB-V1 MDR cells viability, CellTiter-Glo, 72 h | Potency, µM (doses to about 46.1 µM), for the others: at the top dose activity change, negative = cytotoxicity, hits mostly cytotoxic | 3.4% of 400,000 active; further: potency means the concentration at half of the fitted maximal effect; on the % scale 0 is the no-effect control and ±100 the full control effect; nearly all actives have a fitted effect of over 60% in size
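Cytotoxicity via CellTiter-Glo luminescence after 72 h compound exposure at 37 degrees C. Cells: drug-selected KB-V1 line, DMEM phenol-red free plus 10% FBS. Compounds tested at multiple concentrations; normalized data fitted to concentration-effect curves.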
An asterisk follows results filed as active; i = inactive; ? = inconclusive; . = not tested or not shown; [ ] = remark or other dose. Unless noted, the call rests on the fitted dose curve; in most records, active means well fitted curve in the direction sought with a large enough effect; inconclusive means small, poorly fitted or top-dose-only effect, or another doubt; inactive means no such curve, though single readings can be large; an effect the other way counts as inactive or inconclusive. Compounds were not picked by outcome; any-hit rate near 11%.

structure,S2 tox,IL-1B inflam inh,HT1080-NT tox,ATXN2 expr inh,MCF10A rereplic,HT1080 IDH1KD tx,KB-3-1 tox,SW480 rereplic,KB-V1 MDR tox
CCOC(=O)c1c[nH]c2c3c(ccc2c1=O)CCCC3,i,-6,-1%,3%,-4%,7%,18%,-3%,?
COc1ccc(CCN2CC(C(=O)NCc3ccc(F)cc3)CC2=O)cc1OC (stereo not drawn),i,13,-20%,12%,0%,4%,-3%,-50%,-3%
C=CC[C@@H](CC(=O)NCCO)C(=O)N[C@@H](C)COC(=O)[C@H](CC=C)CC(=O)OC(C)(C)C,i,35,15%,11%,-5%,10%,0%,-4%,0%
CCOc1ncccc1-c1nc(-c2cccs2)no1,i,14,-15%,45%[activator],-8%,-6%,1%,-6%,-9%
CCN(C(=O)CSc1nc2ccccc2n1CC(=O)N1CCCC(C)C1)c1ccccc1 (stereo not drawn),?,.,.,-4%,.,.,0%,.,-19%
COc1ccccc1-c1ccc(NC2CCCCC2)nn1,i,-23,-7%,66%[activator],-6%,10%,3%,5%,-9%
Cc1ccc(OCCCN2C(=O)C(=O)c3cccc(C)c32)cc1,i,14,2%,10%,?,-3%,-9%,-1%[9.22 µM],-8%
CCOC(=O)C1(CCc2ccccc2)CCN(C(=O)CN2C(=O)CSC2=O)CC1,i,1,0%,3%[11.3 µM],0%,-6%,-6%,6%,?
Cc1cc(SCC(=O)NCC2CCCO2)nc2ccccc12 (stereo not drawn),i,22,1%,7%,9%,5%,8%,-4%,23%
Cn1c(SCC(=O)Nc2ccccc2O)nnc1-c1ccco1,i,-1,12%,2%,1%,16%,.,1%,.
COc1ccc2[nH]c(=O)c(COC(=O)c3cccs3)cc2c1,i,8,-3%,-4%,?,10%,5%,-1%,-23%
Cc1ccc(C(=O)N(C)CC(=O)Nc2cccc(C)c2C)o1,i,-1,0%,.,2%,9%,3%,11%,-3%
CCNC(=O)c1cc2c(c(-c3cccc(-c4ccccc4F)c3)n1)[C@@H](CCO)N(C(=O)CC)C2,i,-11,-6%,-19%,.,-8%,5%,.,?
O=C(O)c1ccccc1N=Cc1c(O)n(-c2nccs2)c(=O)c2ccccc12,?,40,-4%,-17%,-1%,-1%,7%,0%,0%
CSc1ccc(S(=O)(=O)NCc2ccccc2)cc1,i,-1,1%,3%,0%,-7%,-3%,3%,-2%
N#Cc1ccc(C(C(=O)NC2CCCCC2)n2c(=O)c(-c3ccccc3)nc3ccccc32)cc1 (stereo not drawn),.,-15,-2%,.,.,2%,4%,.,-14%
Cc1ccc(C(=O)N/N=C\c2ccc(OC(=O)c3cccc(F)c3)cc2)cn1,i,-12,3%,4%,-21%,9%,-22%,-9%,14%
O=C(Cc1cccs1)Nc1c(C(=O)Nc2ccc(F)cc2)oc2ccccc12,i,.,.,1%,.,.,2%,.,-11%
COc1ccccc1C(=O)N1CCN(Cc2nc3cc([N+](=O)[O-])ccc3n2C)CC1,i,7,-5%,-20%,0%,-3%,0%,-14%,-7%
Cc1ccccc1C(=O)N1CCN(c2ccc(N3CCOCC3)nn2)CC1,i,3,-6%,-9%,1%,1%,-6%,-3%,-20%
Clc1cccc(Cl)c1OCCCCN1CCCCC1,i,-3,0%,-10%,29%,2%,3%,-1%,?
Cc1ccc(NCC(O)C(O)C(O)CO)c(N=Nc2ccccc2)c1C (stereo not drawn),?,-12,28%,.,0%,0%,26%,3%,9%
CN1CCc2c(sc3c2C(=O)NC(c2cccs2)N3)C1 (stereo not drawn),i,-30,12%,40%[activator],?,7%,1%,-3%,-4%
S=c1[nH]nc(CCc2nc3ccccc3[nH]2)n1-c1ccccc1,i,9,3%,.,14%,5%,-1%,1%,11%
Cc1ccc2nc(SCC(=O)NCc3ccco3)nc(=O)n2c1,i,-8,-4%,-8%,0%,0%,3%,-7%,-9%
CC1(C)Cc2cccc(OCC(=O)N3CCN(c4ccccc4Cl)CC3)c2O1,i,-23,-7%,-9%,13%,-6%,5%,-1%,?
COc1ccccc1-c1nnc(SCC(=O)Nc2ccc(S(N)(=O)=O)cc2)n1N,i,31,6%,.,-2%,8%,8%,-9%,4%
CCCn1c(CNS(=O)(=O)c2ccc(C)cc2)nc2ccccc21,i,37,4%,3%,0%,1%,-19%,-1%,?
C[C@@H]1[C@H](O)C[C@@]23COC(=O)C2=CCCC3[C@@]1(C)CCC1COC(=O)C1 (stereo partly drawn),i,14,?,-1%,-4%,2%,16%,-14%,22%
COC(=O)c1ccccc1NC(=O)Nc1cccc(C)n1,i,2,-1%,-1%,-10%,6%,?,25%,-10%
Cc1ccc(C)c(OCC(=O)O/N=C(\N)c2ccccn2)c1,i,-19,-6%,67%[activator],10µM*,-5%,-2%,-5%,-16%
CCOc1ncccc1C(=O)OCC(=O)Nc1ncc(C(F)(F)F)cc1Cl,i,-7,16%,-4%,?,5%,8%,-3%,?
C=CCn1c(SCc2nc(N)nc(N3CCCCC3)n2)nnc1-c1ccco1,i,6,0%,-4%,-8%,-3%,4%,-2%,?
CCC(=O)N(C)CCc1cc2c(c(OC)c1/C=N/NC(=O)c1ccccc1O)OCO2,i,-4,11%,0%,9%,20%,14%,1%,?
O=C1CC(N2CCC(C(=O)N3CCCCC3)CC2)C(=O)N1 (stereo not drawn),i,-12,10%,-4%,0%,17%,-1%,-4%,16%
CCOc1ccccc1Nc1ccc2cc(S(=O)(=O)N3CCCCC3)ccc2n1,i,.,.,-23%,.,.,?,.,?
COc1ccc(NC(=O)C2(C)CCN2C(=O)C(C)C)cc1F (stereo not drawn),i,8,16%,18%,.,?,-1%,.,8%
CC1(C(=O)NCc2cccs2)Cc2c(-c3ccc(C(N)=O)cc3)ccnc2O1 (stereo not drawn),i,43,?,0%,.,15µM*,15µM*,.,-1%
COc1ccccc1-c1cc(-c2ccccc2)nc(SC(C(N)=O)c2ccccc2)c1C#N (stereo not drawn),?,15,?,-24%,?,?,-3%,9.2µM*,?
COc1ccc(-c2cc3ccccc3s2)cc1[C@H]1[C@H]2C=CC[C@@H](C)[C@@H]2C(=O)N1Cc1ccccc1,i,17,0%,54%[activator],-13%,-2%,-8%,-2%,-5%
CC(C)N1CCc2c(sc(NC(=O)c3ccco3)c2C(N)=O)C1,i,?,21%,5%,20%,9%,-3%,23%,-5%
O=C(N/N=C/c1cc(Cl)ccc1O)C(=O)Nc1ccccc1OC(F)(F)C(F)F,i,39,?,13µM*,?,?,?,?,?
COc1ccccc1N1CCN(CC(=O)N(CC(C)C)c2c(N)n(CC(C)C)c(=O)[nH]c2=O)CC1,i,-6,-2%,-21%,-1%,11%,2%,-2%,-6%
COc1ccc(OC[C@@H](O)CNC(=O)c2cccc3c2C(=O)c2ccc(-c4ccc(F)cc4OCc4ccccc4)cc2S3(=O)=O)cc1,i,-17,-4%,-4%,19%,-3%,-4%,0%,18%
Cc1ccc(S(=O)(=O)N2CCN(S(C)(=O)=O)C2C)cc1 (stereo not drawn),i,7,-9%,-3%,4%,-14%,17%,1%,2%
CCCOc1ccc(N2C(=O)CC(NCc3cccnc3)C2=O)cc1 (stereo not drawn),i,33,-2%,-5%,11%,11%,-13%,-4%,-15%
Cc1ccc(NCC(=O)Nc2ccc(Br)cc2)cc1F,i,-8,8%,23%,-2%,13%,-1%,0%,?
Cc1ccc(OCC(=O)Nc2ccc(O)c(C(=O)O)c2)cc1C,i,5,0%,0%,17%,-5%,-2%,-4%,22%
CC1CN(C2=CC(=O)CCC2)CC(C)O1 (stereo not drawn),i,0,-2%,-17%,-5%,-2%,?,-15%,3%
CCC(C)C(NC(=O)C1CCC(C)CC1)C(=O)Nc1ccc(OC)cc1 (stereo not drawn),i,-1,18%,-3%,-2%,18%,?,10%,?
Cc1ccc(C)c(N2CCN(C(=O)CN3C(=O)CSc4c3c(C)nn4-c3ccccc3)CC2)c1,i,.,.,2%,.,.,1%,.,9%
Cc1ccc(NC(=O)c2c(C)nc(Nc3nc4ccccc4o3)nc2C)cc1,i,?,?,5%,29%,-25%,13%,?,-15%
COc1ccc(C2CC3(CC(C)(C)NC(SC)=N3)Oc3cc(O)cc(C)c32)cc1 (stereo not drawn),?,?,?,-8%,?,?,?,3%,-7%
O=C(Cn1cc(COc2ccc(Cl)c(Cl)c2)nn1)NS(=O)(=O)c1ccccc1OC(F)(F)F,i,10,-1%,6%,.,16%,0%,.,2%
Cn1nccc1C(=O)Nc1cc(Cl)ccc1Cl,i,?,24%,.,0%,13%,6%,-5%,5%
CCOC(=O)c1sc2nc(SCC(=O)NCc3ccco3)n(Cc3ccccc3)c(=O)c2c1C,i,8,0%,-9%,2%,0%,-4%,.,?
CC(Oc1ccc(Cl)cc1Cl)C(=O)Nc1ccc(O)cc1 (stereo not drawn),i,-66*,-19%,?,4%,0%,2%,-2%,-21%
COc1ccc(C2CC(C(C)(C)C)=NN2c2ccc(S(N)(=O)=O)cc2)cc1 (stereo not drawn),i,28,4%,-1%,12%,2%,0%,-15%,9%
COCCN1C=C(C(=O)OC)C(c2cc3c(cc2Br)OCO3)C(C(=O)OC)=C1,i,8,0%,-3%,-11%,-8%,-5%,-5%,2%

From PubChem BioAssay
